FID counter: fluorescent intercalator displacement, NS3 helicase counter-screen | DNA fluorescent intercalator displacement, fluorescence | inhibition, % at 7.9 µM | actives 0.17% (n = 290,000) | AID 1845; in the data active = inhibition above about 37%;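 also: 0% = vehicle and 100% = reference compound; higher means more ethidium bromide displaced from hairpin DNA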
pCIP destab: compounds decreasing mouse p/CIP protein stability | decrease of EGFP signal, % at 10 µM | actives 0.01% (n = 290,000) | Q05BA5 | F442A p/CIP-EGFP cells, EGFP fluorescence, 16 h;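 active = EGFP signal decrease of at least 30% at 10 µM or well 3 SD below plate mean, unless failing retest; inactive = the rest, including hits failing retest or dose response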; also: some compounds called inactive have numbers as strong as hits; many of its hits are not listed in these tables
MEKK3 PB1 HTS: modulators (inhibitors or enhancers) of MEK5 binding to human MEKK3 PB1 domain | actives 1.4% (n = 290,000) | bead-based flow cytometry, Alexa488-MEK5 binding to MEKK3; actives lie on both sides; 0 = blocked by unlabeled MEK5, 100 = vehicle | Q99759 | binding response (% of control), % at 10 µM;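 active = binding response more than 3 SD above or below the average of its plate-row segment, actives on both sides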;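 also: Alexa488 bead fluorescence after subtracting the streptavidin-only scavenger bead signal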
Target sequence (Q99759 whole entry, looked up, the tested form may be a part): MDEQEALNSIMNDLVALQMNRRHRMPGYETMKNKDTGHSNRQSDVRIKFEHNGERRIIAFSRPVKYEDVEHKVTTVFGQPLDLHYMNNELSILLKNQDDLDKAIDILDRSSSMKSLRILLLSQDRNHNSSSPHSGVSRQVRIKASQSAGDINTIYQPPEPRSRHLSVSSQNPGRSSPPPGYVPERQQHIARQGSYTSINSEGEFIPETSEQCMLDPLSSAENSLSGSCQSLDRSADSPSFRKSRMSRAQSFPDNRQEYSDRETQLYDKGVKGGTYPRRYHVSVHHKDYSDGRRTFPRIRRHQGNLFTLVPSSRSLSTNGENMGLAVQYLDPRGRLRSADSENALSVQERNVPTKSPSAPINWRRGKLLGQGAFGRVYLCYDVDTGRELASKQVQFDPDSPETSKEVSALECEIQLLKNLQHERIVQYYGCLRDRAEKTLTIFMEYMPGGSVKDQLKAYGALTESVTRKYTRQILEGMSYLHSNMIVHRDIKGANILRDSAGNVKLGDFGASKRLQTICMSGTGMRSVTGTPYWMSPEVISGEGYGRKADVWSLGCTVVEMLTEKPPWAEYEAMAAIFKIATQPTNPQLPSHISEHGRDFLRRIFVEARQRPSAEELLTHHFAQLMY
IMP-1 inhibitor: blocks Pseudomonas aeruginosa IMP-1 metallo-beta-lactamase; purified IMP-1, nitrocefin hydrolysis, epi-absorbance fluorescence; inhibition, % at 5.6 µM; actives 0.45% (n = 290,000);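 active = inhibition above the mean plus 3 SD of all compounds in the same screening run, cut at about 4.5% in these data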;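 also: 0% = IMP-1 with DMSO and 100% = DMSO wells lacking enzyme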
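System: purified IMP-1 / Input: IMP-1 dispensed at 0.2 nM / Medium: 50 mM HEPES pH 7.1, 50 µM ZnSO4, 0.05% Brij 35 / Timing: 15 min enzyme–compound preincubation, then 25 min nitrocefin reaction, 25 °C / Technique: plate fluorescence quenching by hydrolysis product, ex 480/em 530 nm / Repeats: singlicate testing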
VIM-2 inh: blocks Pseudomonas aeruginosa VIM-2 metallo-beta-lactamase; purified VIM-2, nitrocefin hydrolysis, epi-absorbance fluorescence; inhibition, % at 5.6 µM; actives 0.89% (n = 290,000); AID 1527;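 active = inhibition above the mean of all tested compounds plus 3 SD, cutoff set per screening run, cut at about 7.5% in these data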;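 also: red hydrolysis product quenches plate fluorescence so inhibitors raise well fluorescence; 0% = enzyme with DMSO and 100% = DMSO without enzyme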
IDE act: boosts human insulin-degrading enzyme activity in HEK cells; actives 0.073% (n = 340,000); FAbeta-B cleavage, fluorescence polarization; 0% vehicle, 100% cell-free pure enzyme wells; AID 493087; activation, % at 5.96 µM; P14735;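 active = activation above the mean of all tested compounds plus 3 SD, set per screening campaign, cut at about 17% in these data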
PHOSPHO1 inh: inhibitors of human PHOSPHO1 phosphatase | Q8TCT1 | recombinant PHOSPHO1, absorbance phosphatase assay | inhibition, % at 13.3 µM | actives 1.1% (n = 290,000); in the data active = inhibition above about 60%
Target sequence (Q8TCT1 whole entry, looked up): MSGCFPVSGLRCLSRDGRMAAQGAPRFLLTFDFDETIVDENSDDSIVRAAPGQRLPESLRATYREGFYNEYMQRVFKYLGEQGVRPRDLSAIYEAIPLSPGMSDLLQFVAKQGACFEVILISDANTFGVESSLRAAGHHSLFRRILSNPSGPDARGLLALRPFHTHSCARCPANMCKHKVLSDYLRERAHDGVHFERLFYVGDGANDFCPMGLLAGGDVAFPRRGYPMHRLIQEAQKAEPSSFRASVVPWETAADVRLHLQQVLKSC
HCV NS3 hel inh: HCV NS3 helicase inhibition; inhibition, % at 10.9 µM; AID 1800; NS3 helicase DNA unwinding, Cy5 molecular beacon fluorescence; actives 0.56% (n = 290,000);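 active = inhibition above the mean of all tested compounds plus 3 SD, set per campaign, cut at about 35% in these data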;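 also: 0% = DMSO wells and 100% = thioflavine S control wells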
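Assay system – hepatitis C virus NS3 helicase domain fragment enzyme · Buffer or medium – MOPS pH 6.5, MgCl2, DTT, Tween20, BSA · Reagent – Cy5/quencher beacon DNA duplex and ATP to start · Compound – single 10.9 µM dose · Timing – 1 h at 25 °C · Technique – Cy5 beacon fluorescence read at start and 1 h · Measure – % inhibition of unwinding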
SUMO HTRF inh: inhibitors of human SUMOylation (UBC9) | P63279 | HTRF SUMOylation assay, SAE1/SAE2 + UBC9, in vitro | inhibition, % at 35 µM | actives 0.36% (n = 290,000); in the data active = inhibition above about 50%, passing the limit was not always enough; also: strong numbers were not always called active
Target sequence (P63279 whole entry, looked up): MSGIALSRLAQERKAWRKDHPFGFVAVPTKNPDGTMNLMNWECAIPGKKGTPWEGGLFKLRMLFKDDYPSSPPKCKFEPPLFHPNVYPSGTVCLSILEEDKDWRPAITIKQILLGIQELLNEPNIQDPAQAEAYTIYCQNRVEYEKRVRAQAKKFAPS
Active calls of the source: *; . = not tested or not shown. Only part of the results is shown (hit frequency here may not be typical).

Below each compound – FID counter, pCIP destab, MEKK3 PB1 HTS, IMP-1 inhibitor, VIM-2 inh, IDE act, PHOSPHO1 inh, HCV NS3 hel inh, SUMO HTRF inh
O=C(N/N=C/c1ccc(Br)o1)c1cncc(Br)c1
→ -10, -8, 99, -2.2, -7.0, 2, -10, -8, 18
O=C(COc1ccc2ccc(=O)oc2c1)c1ccccc1
→ -8, 4, 104, -2.1, -1.1, 7, 25, 1, 16
Cc1c(C)c2ccc(OCC(=O)NCCN3CCOCC3)c(C)c2oc1=O
→ 10, -12, 96, 0.1, 11*, 6, 36, 10, 5
CC(C)(C)C(=O)Cn1c(=O)n(CC2CCCO2)c(=O)c2ccccc21 (stereo unspecified)
→ -7, -1, 93, -3.7, 0.1, 3, 2, 4, 10
O=C(O)c1ccc(N=c2oc3cc(O)ccc3cc2C(=O)NCc2ccccc2)cc1
→ -2, -4, 98, -3.5, -1.8, -7, 28, -9, 6
CCc1nc(NC(C)(C)C)c2cnn(-c3ccccc3)c2n1
→ -20, 1, 108, -3.3, -3.6, 1, 15, -15, -10
COc1cc(/C=N/O)cc(Br)c1OCc1cccc(Cl)c1
→ 7, 13, 95, -2.4, 0.2, 8, 19, -12, 2
O=C(N/N=C1\CC2CC=CC12)c1ccc(Br)cc1 (stereo unspecified)
→ 1, 0, 117, -2.9, -1.2, 2, -6, 3, 5
CCOC(=O)N/N=C/c1c[nH]c2ccccc12
→ -3, 5, 53, -0.3, -0.6, 13, 42, 0, 4
CC(C)(C)NC(=O)C(c1ccccc1)N(C(=O)c1csnn1)C1CC1 (stereo unspecified)
→ -9, -12, 90, -2.9, 0.0, 7, 13, 9, 17
O=C(NCc1ccncc1)C(=O)NCC1OCCN1S(=O)(=O)c1cc(F)ccc1F (stereo unspecified)
→ -7, 4, 98, -3.7, -2.6, 1, 15, 1, -8
CN(C)Cc1c(O)ccc2[nH]cnc12
→ 2, -17, 80, 1.0, 1.0, 5, -32, -1, 15
CCN(CC)S(=O)(=O)c1ccc2c(c1)nc(CCC(=O)OCc1c(C)noc1C)n2C
→ -26, 6, 97, -2.9, -0.4, 5, 5, 5, -4
Cc1ccc(C)c(NC(=O)c2ncn[nH]2)c1
→ -1, 1, 100, -3.2, -3.4, 2, 10, -8, -2
O=C(NC(Cc1ccccc1)C(=O)O)C1CCN(S(=O)(=O)c2cccc(C(F)(F)F)c2)CC1 (stereo unspecified)
→ -21, -1, 101, -2.2, -2.9, -1, 0, 4, 14

Reprinted at random: 2 entries already listed
Below each compound – FID counter, pCIP destab, MEKK3 PB1 HTS, IMP-1 inhibitor, VIM-2 inh, IDE act, PHOSPHO1 inh, HCV NS3 hel inh, SUMO HTRF inh
CCc1nc(NC(C)(C)C)c2cnn(-c3ccccc3)c2n1
→ -20, 1, 108, -3.3, -3.6, 1, 15, -15, -10
O=C(NCc1ccncc1)C(=O)NCC1OCCN1S(=O)(=O)c1cc(F)ccc1F (stereo unspecified)
→ -7, 4, 98, -3.7, -2.6, 1, 15, 1, -8

Some values from the list:
`CCOC(=O)N/N=C/c1c[nH]c2ccccc12` in pCIP destab reads 5
`O=C(N/N=C1\CC2CC=CC12)c1ccc(Br)cc1` (stereo unspecified) in IDE act reads 2
`O=C(O)c1ccc(N=c2oc3cc(O)ccc3cc2C(=O)NCc2ccccc2)cc1` in IDE act reads -7
`CCN(CC)S(=O)(=O)c1ccc2c(c1)nc(CCC(=O)OCc1c(C)noc1C)n2C` in pCIP destab reads 6
`O=C(NCc1ccncc1)C(=O)NCC1OCCN1S(=O)(=O)c1cc(F)ccc1F` (stereo unspecified) in MEKK3 PB1 HTS reads 98
`O=C(COc1ccc2ccc(=O)oc2c1)c1ccccc1` in IDE act reads 7

Next structures follow.
Below each compound – FID counter, pCIP destab, MEKK3 PB1 HTS, IMP-1 inhibitor, VIM-2 inh, IDE act, PHOSPHO1 inh, HCV NS3 hel inh, SUMO HTRF inh
CCOC(=O)c1c(C)[nH]c(C)c1C(=O)COC(=O)[C@@H](NC(=O)c1ccccc1OCC)C(C)C
→ -37, -2, 101, -2.8, -3.7, -10, -9, -10, -9
COc1ccc(CN2CCSCC2)cc1O
→ 6, -2, 100, -2.2, -2.5, 2, 12, 3, 14
Cc1ccc(N(C)C(=O)C2CCN(S(=O)(=O)c3ccc4c(c3)oc(=O)n4C)CC2)cc1
→ -2, 1, 105, -0.1, -4.4, 3, 7, 4, 9
CCc1[nH]nc2c1C1(CCN(C(=O)OCc3ccccc3)CC1)C(C#N)=C(N)O2
→ 2, 13, 102, -0.4, 11*, 3, 8, 0, 14
N#CC1(c2c(O)nc3n(c2=O)CCCS3)CCCCC1
→ -4, -4, 96, -1.0, -0.3, 2, 43, 4, 16
COc1ccc(NS(=O)(=O)NC(=O)c2c(C)n(C)c3ccccc23)cc1
→ 6, 1, 100, 0.2, -2.9, 2, 20, 3, -4
O=c1c(-c2ccc(Oc3ccccc3)cc2)[n+]([O-])c2ccccc2n1OCc1ccccn1
→ -14, -3, 98, -4.4, -1.7, -3, 3, 2, -5
CN(CC(=O)NC1CCCCCC1)S(=O)(=O)c1ccc(F)cc1
→ -16, -8, 102, -2.0, -4.6, 0, 36, 4, -2
COCc1[nH][nH]c(=O)c1C=Nc1ccc(Cl)cc1
→ 2, 10, 94, -1.4, -2.4, 3, 13, -3, 11
O=C(O/N=C/c1ccc2c(c1)OCO2)c1ccc([N+](=O)[O-])cc1
→ 6, 0, 127, -4.0, -6.0, 3, 28, 7, 5
CN1CCC(=O)N([C@H](CN=[N+]=[N-])c2ccccc2)CC1
→ -4, -3, 100, 0.1, -2.1, 6, 21, 0, -3
Cc1onc(-c2c(F)cccc2Cl)c1C(=O)NC(=S)Nc1c(C)n(C)n(-c2ccccc2)c1=O
→ -30, -6, 103, -2.9, -1.0, 6, 3, -6, 2
Cc1cc(=O)oc2cc(OCC(=O)NC3CCN(Cc4ccccc4)CC3)c(Cl)cc12
→ 12, -7, 99, -2.8, 4.9, -1, 50, -2, 14
Cc1nnc(NC(=O)CSc2ncnc3c2cnn3-c2ccccc2C)s1
→ -2, -5, 103, -1.7, -0.8, 0, 28, 3, -15
O=C(C[n+]1ccccc1)N/N=C/c1ccccc1F
→ 1, 5, 97, -4.2, -5.4, ., -1, -3, 0
Cc1ccc(CC2CC(=O)N(Cc3ccco3)C2=O)cc1 (stereo unspecified)
→ 5, -2, 97, -2.4, -2.9, 3, -33, -3, 13
CCOC(=O)CCc1c(C)c2ccc(OCC(=O)N(CC)CC)c(C)c2oc1=O
→ -30, 21, 102, -0.3, -3.7, -2, 41, 13, 8
O=C1OC(Cc2ccncc2)C(O)=C1C1=NCCCN1 (stereo unspecified)
→ -5, -4, 94, -5.3, -1.9, 0, 9, -4, 16
O=c1oc2ccc([N+](=O)[O-])cc2c(N2CCOCC2)c1[N+](=O)[O-]
→ -3, 2, 98, -1.8, -4.6, ., 24, 2, 4
COC(C(=O)Nc1cc([N+](=O)[O-])ccc1C)c1ccccc1 (stereo unspecified)
→ 0, -6, 76, 1.3, 1.5, 0, 30, -3, 14
CSCC[C@H](NC(=O)[C@H](Cc1ccccc1)n1c(=O)[nH]c2ccccc2c1=O)C(=O)N[C@@H](Cc1ccccc1)C(=O)O
→ -21, -10, 98, -3.5, -2.8, 7, 29, -2, 5
Cc1[nH]c(=O)[nH]c(=O)c1/C=N/NC(=O)CCCCCNC(=O)OC(C)(C)C
→ -14, -2, 98, -1.7, -0.2, 6, 21, 3, 20
Cc1cc(CNC(=O)C(C)Cc2ccccc2)nn1C (stereo unspecified)
→ -11, -17, 106, -2.9, -2.3, -2, -16, -6, -2
COc1ccc(/C=C/c2nnc(NC(=O)CSc3ccc(Cl)cc3)s2)cc1
→ 5, -4, 98, 0.5, -0.3, 3, -1, 0, 12
CCOc1ccccc1NC(=O)CC1Nc2ccccc2NC1=O (stereo unspecified)
→ -6, 0, 96, -3.5, -0.8, -1, -7, 2, -15
Cc1ccc(C)c(C(=O)N(Cc2nc(-c3ccc(Cl)cc3)no2)C(C)C)c1
→ -14, -5, 110, -5.0, -1.6, 4, -4, -1, 4
O=[N+]([O-])c1ncccc1OCc1ccccc1Br
→ -2, -1, 100, -4.1, -3.9, 3, 6, 9, 2
O=C(COC(=O)c1cc(=O)[nH]c2ccccc12)c1ccc(Br)cc1
→ -11, -3, 98, -3.2, -2.6, -3, 14, 3, -8
CC1(C)Cc2c(c(N3CCOCC3)nc3sc(C#N)c(N)c23)CS1
→ -1, -1, 104, 1.4, -2.4, -2, 26, -7, 23
CSCCOC(=O)COc1ccc(/C=N/NC(=O)c2c(Cl)cnn2C)cc1
→ -33, -6, 82, -0.9, -2.0, -3, -23, 0, 13
COCCN(C(=O)CC1C(=O)NCCN1CC(c1ccccc1)c1ccccc1)C(C)C (stereo unspecified)
→ -29, 0, 107, -1.3, 0.0, 1, 52, -1, 14
CC1(C)CC(=O)c2sc(NS(=O)(=O)c3ccc(Cl)cc3)nc2C1
→ -21, -1, 100, -4.3, -2.1, 4, 14, 23, -6
CC#CC(=O)N1CCC(CO)(CCc2ccccc2)CC1
→ -4, -6, 95, -4.2, -5.6, -2, 8, -7, 4
O=C(CSc1nnc(NC(=O)C2CCC2)s1)Nc1ccccc1F
→ -13, -2, 95, -4.5, -1.4, 1, 14, 2, 0
COc1ccc(NC(=O)N2CCNC(=O)C2CC(=O)Nc2ccc(F)cc2)cc1 (stereo unspecified)
→ -22, -40, 106, -4.0, -2.4, 1, 5, 29, 5
COc1ccc2c(c1OC)C(=O)N1c3ccccc3C(=O)N(c3ccccc3)C21 (stereo unspecified)
→ -8, 4, 99, -4.8, -4.9, 1, 24, -12, 4
CC(C(=O)Nc1cccnc1)c1ccc([N+](=O)[O-])cc1 (stereo unspecified)
→ 2, 5, 104, -0.6, -1.0, 5, 38, 3, 3
CC1(C)CC(=O)c2c(S(C)(=O)=O)sc(Br)c2C1
→ -5, -5, 92, -0.8, -0.4, 6, 20, 6, 18
CCOC(=O)/C=C/C(=O)OCC(=O)Nc1c(Cl)cccc1Cl
→ -4, 2, 97, -2.4, -0.1, 6, 3, 0, 7
O=C(CC(c1ccccc1)c1ccccc1O)NCc1ccccc1Cl (stereo unspecified)
→ -13, 5, 101, -0.7, -1.4, -5, -7, -4, -6
COc1ccc(N=Nc2c(N)n[nH]c2N)cc1
→ 1, -6, 84, -1.4, -2.4, 1, 7, -13, 5
C=CCOC(=O)c1cc(-c2ccc(/C=C3\C(=O)NC(=O)C(C#N)=C3C)o2)ccc1Cl
→ -17, -8, ., 0.3, -2.3, 0, 17, 10, 38
Nc1nc(=S)n(-c2ccccc2)[nH]1
→ -5, 8, 97, -4.5, -4.5, 7, -12, -12, -2
